# LDHA block = qHTS assay for inhibitors of human lactate dehydrogenase | L-lactate dehydrogenase A chain (Homo sapiens), P00338 | purified LDHA, NADH/diaphorase-resazurin fluorescence; hits give low values | activity change, % (values are at about 110 or 230 µM) | 0.15% of 480,000 active | AID 1347041, 2019; in the data active means activity change below about -30%; inconclusive means mostly about -25% to -30%;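 further: plate controls were DMSO wells for no effect and wells without enzyme for full effect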
#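 LDH5 2 nM; NADH 0.06 mM, pyruvate 0.2 mM; 200 mM Tris pH 7.4, EDTA, Tween-20; 5 min RT. Detection: diaphorase 0.133 mg/mL + resazurin 37 µM, fluorescence ex540/em590 at 0 and 20 min; normalized to enzyme-free and DMSO wells.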
# An asterisk follows results filed as active; ? = inconclusive. The list is partial, so the mix of outcomes need not match the whole.
SMILES | LDHA block
CC(NS(=O)(=O)c1ccc(F)cc1)C(=O)Nc1ccccc1 (configuration not stated) | -4
NC(=O)C1CCN(c2nnc(-c3ccc4c(c3)OCCCO4)s2)CC1 | 2
CCOC(=O)C1=C(CN2CCN(C(=O)OC(C)(C)C)CC2)NC(=O)NC1c1cccc(OC)c1 (configuration not stated) | 22
O=C(Nc1cccc(-c2cc3cc(F)ccc3[nH]2)c1)C1CC1 | -8
CCCCCC(C)NC(=O)/C=C/c1ccc(C)cc1 (configuration not stated) | 1
Cc1ccc2oc(C(=O)Nc3cccc(C(F)(F)F)c3)cc(=O)c2c1 | -4
Cc1cc2nc(CSc3nc4ccc(NC(=O)c5ccccc5)cc4s3)cc(=O)n2o1 | 3
CCc1c(C)sc(NC(=O)C(F)(F)C(F)(F)C(F)(F)F)c1C#N | -19
NC(=O)c1ccc(CNC(=O)c2ccccc2Nc2ccccc2)cc1 | -1
Cn1cc(S(=O)(=O)N2CCCC(C(=O)Nc3nn(Cc4ccc(F)cc4)cc3Cl)C2)cn1 (configuration not stated) | -14
C=CCc1ccccc1OCc1cccc(C(=O)O)c1 | 1
Cc1ccc2oc(-c3cc(NC(=O)CC(C)C)ccc3O)nc2c1 | 5
N#Cc1nc(-c2ccc(F)cc2)oc1NCCCN1CCOCC1 | 14
N#C/C(=C/c1cccc2c1OCCCO2)c1nc2cc(C(F)(F)F)ccc2s1 | 11
Cc1oc(-c2ccc(C(=O)NCc3cccnc3)cc2)nc1CSc1ccccc1 | 4
CSC1=N/C(=C\c2ccc(I)o2)C(=O)S1 | 9
Cc1cccc(C)c1NC(=O)CCC1CCCC1 | 11
COc1ccc(NC2(c3nnnn3-c3ccc(OC)c(OC)c3)CCCCC2)cc1OC | 8
O=C(CSc1nc2ccccc2o1)Nc1ccccc1Oc1ccccc1 | 8
COc1cc(/C=C(\C#N)c2nc3ccccc3[nH]2)cc(Br)c1OC | ?
Cc1cccc2c(C(=O)O)cc(-c3ccco3)nc12 | 6
CCOc1ccc(NS(=O)(=O)c2cccc(C(=O)Nc3ccc4oc(C)nc4c3)c2)cc1 | 11
O=S(=O)(c1cccc2nsnc12)n1cccn1 | -4
CCC(CO)NS(=O)(=O)c1cc(Cl)c(Cl)cc1Cl (configuration not stated) | 3
O=C(Nc1ccc2c(c1)OCCO2)c1ncoc1-c1cccc(Cl)c1 | -1
CCN(c1ccc(NC(=O)CSc2ncnc3ccccc23)cc1)C(C)C | 9
CC(=O)Nn1c(C)nc2sc3c(c2c1=O)CCNC3 | -13
N#Cc1ccc(/C=C/C(=O)N(Cc2ccc(C(F)(F)F)cc2)C2CC2)cc1 | 11
COc1ccc(C)cc1CN(C)C(=O)NCc1ccc(S(=O)(=O)N2CCCCC2)cc1 | 1
Cc1ccc(NC(=O)c2oc3ccccc3c2NC(=O)c2cc(=O)c3ccccc3o2)cc1 | 15
Cc1c(C(=O)N2CCOC(C)C2)cnn1-c1ccc(F)cc1 (configuration not stated) | -20
O=C(CSc1nncn1-c1ccccc1F)Nc1ccccc1C(=O)NC1CC1 | 3
CCCc1nnc2c(=O)n(CC(=O)Nc3ccccc3C(=O)OCC)c3ccccc3n12 | 3
CCOc1ccc2oc(C(=O)NC(c3ccc(F)cc3)c3nccn3C)c(C)c2c1 (configuration not stated) | 0
COc1ccccc1NS(=O)(=O)c1cccc(C(=O)N2CCc3sccc3C2)c1 | 6
CCCCOc1ccc(C(=O)OCC(=O)c2cccs2)cc1 | 5
O=C(COC(=O)c1ccc2c(c1)NC(=O)CS2)NCc1ccccc1 | -1
Cc1ccc(C)c(-n2c(Cc3cc(=O)[nH]c(=O)[nH]3)nnc2SCC(=O)c2ccccc2)c1 | -1
CN1CCc2c(c(N3CCOCC3)nc3sc(C(N)=O)c(N)c23)C1 | 7
Cc1ccc(-c2cnc(CCC(=O)N(CCC#N)Cc3ccco3)o2)cc1 | 6

# The last five records of the part before come first, to join the parts:
SMILES | LDHA block
CCCCOc1ccc(C(=O)OCC(=O)c2cccs2)cc1 | 5
O=C(COC(=O)c1ccc2c(c1)NC(=O)CS2)NCc1ccccc1 | -1
Cc1ccc(C)c(-n2c(Cc3cc(=O)[nH]c(=O)[nH]3)nnc2SCC(=O)c2ccccc2)c1 | -1
CN1CCc2c(c(N3CCOCC3)nc3sc(C(N)=O)c(N)c23)C1 | 7
Cc1ccc(-c2cnc(CCC(=O)N(CCC#N)Cc3ccco3)o2)cc1 | 6
Cc1ccc2c(=O)c(-c3nc(-c4ccccc4C)no3)cn(CC(=O)NCc3cccs3)c2n1 | 2
O=C(OC1CCOC1=O)c1ccc([N+](=O)[O-])cc1Cl (configuration not stated) | -1
O=C(OCC(=O)N1CCOCC1)c1cc2ccccc2[nH]1 | 3
CC(CNC(=O)CCc1nc2ccccc2[nH]1)N1CCCCC1 (configuration not stated) | -16
O=C(CCn1ccc2ccccc21)N1CCN(S(=O)(=O)c2ccccc2F)CC1 | 7
Cc1cccc2c(C(=O)NCCN3CCOCC3)cc(-c3ccc(Cl)cc3)nc12 | 0
CC(OC(=O)c1ccc2c(c1)NC(=O)CS2)C(N)=O (configuration not stated) | 13
CCOC(=O)Nc1ccc2c(CN(C)C3CCCCC3)cc(=O)oc2c1 | 1
COC(=O)CC(NC(=O)c1ccc2c(c1)OCCCO2)c1ccc(F)cc1 (configuration not stated) | 6
CC1=C(c2ccccc2)[N+](=O)C(C)(c2ccc(C)cc2)N1[O-] (configuration not stated) | -12
COc1cccc(N2CCN(C(C(=O)O)c3c[nH]c4cc(NC(=O)CCC(=O)O)ccc34)CC2)c1 (configuration not stated) | 1
O=C(Nc1ccc(Cl)c(Cl)c1)c1ccc(-c2ccccc2)cc1 | 2
COc1cc(C(=O)/C(=C/c2cccnc2)c2nc3ccccc3o2)cc(OC)c1OC | -13
O=c1oc2cc(OS(=O)(=O)c3ccccc3)ccc2cc1-c1ccccc1 | 3
O=C(/C=C/c1cccs1)Oc1cccc2ccccc12 | 8
COCCn1c(-n2nc(C)cc2C)nc2c1c(=O)n(Cc1ccccc1Cl)c(=O)n2C | 2
Cn1c(=O)c2c(ncn2Cc2csc(C(C)(C)C)n2)n(C)c1=O | 8
CCOC(=O)C1CCN([C@H]2CS(=O)(=O)C[C@@H]2S(=O)(=O)c2ccccc2)CC1 | -8
CCOC(=O)c1sc2nc(C(C)N3CCC(C)CC3)[nH]c(=O)c2c1C (configuration not stated) | -17
O=C1CCc2cc(S(=O)(=O)Nc3cccc(Oc4ccccc4)c3)ccc2N1 | -1
S=C(NC(=NCc1ccccc1)c1ccccc1)Nc1ccccc1 | -3
N#Cc1nc(COc2ccccc2F)oc1NCc1ccc2c(c1)OCO2 | -1
O=C(c1ccccc1)C1CCN(C(=O)/C=C/c2cccc(C(F)(F)F)c2)CC1 | 8
Cc1ccc(NC(=O)c2sc3nc(-c4ccc(C)cc4)ccc3c2N)cc1 | -5
CN(Cc1ccc(C(C)(C)C)cc1)C(=O)C1CCN(C(=O)c2ccc(C(F)(F)F)cc2)CC1 | 11
COc1ccccc1-c1nnc(SCC(=O)N(C2CCCCC2)C2CCCCC2)n1N | -4
Cc1ccc(S(=O)(=O)NCc2c(C)nn(Cc3ccccc3)c2C)cc1C | 1
O=C(c1ccc(S(=O)(=O)N2CCOCC2)cc1)N(c1ccc(Cl)cc1)C1C=CS(=O)(=O)C1 (configuration not stated) | -1
c1ccc(CC2CNC2)cc1 | 4
COc1ccc(/C=C(/C#N)C(=O)Nc2ccc(C34CC5CC(CC(C5)C3)C4)cc2)cc1 | 4
CCCNC(=S)NC1CCC(NC(=S)NCCC)CC1 (configuration not stated) | -12
COc1cc(OC)cc(C(=O)Oc2cccc3ccccc23)c1 | -21
CCOc1ccc(C(=O)Nc2ncc(C)s2)cc1OC | 11
Cc1ccc(S(=O)(=O)Nc2nc3ccccc3nc2Nc2cccc(C(=O)O)c2)cc1C | -4
CCc1nnc2sc(-c3ccc(NC(=O)C(C)(C)C)cc3)nn12 | 8
CCn1nc(C(=O)NCc2ccco2)c2ccccc2c1=O | 1
Cc1ccc(OC(=O)c2cccc(C(=O)Oc3ccc(C)c(C)c3)c2)cc1C | 0
COc1ccc(CNC(=O)CN2C(=O)CN(C(=O)NCc3ccccc3)c3ccccc32)cc1 | 11
CCOc1ccc(Nc2nc(-c3ccc(C)c(C)c3)cs2)cc1 | -1
Cc1ccc(-c2cc(C(=O)OCC(=O)NC(=O)C3CCCCC3)c3ccccc3n2)o1 | 8

# (continued)
compound | LDHA block
COc1ccc(O)c(-c2nc3ccccc3c(=O)n2Cc2ccccc2)c1 | 13
CC(=O)Nc1ccc(C(=O)COc2ncnc3sc4c(c23)CCC4)cc1 | 24
N#Cc1ccccc1COc1ccc(Cl)c2ccccc12 | 6
COc1cccc(CNCc2cccn2-c2nnc(N3CCN(C)CC3)s2)c1OC | 9
CN(CC(=O)NC(=O)NCc1ccco1)Cc1cccc(Cl)c1Cl | 4
O=C(CCCc1c[nH]c2ccccc12)N1CCN(CC(=O)N2CCCCCC2)CC1 | -2
O=C(Nc1ccccc1)C1CCN(S(=O)(=O)c2ccc3c(c2)CCC3)CC1 | 3
O=C(CCSc1nc(-c2ccc3c(c2)OCO3)cc(C(F)(F)F)n1)N1CCOCC1 | -2
CCOC(=O)c1sc(NC(=O)c2cc(Cl)ccc2F)nc1C | 4
Cc1cc(N)c([N+](=O)[O-])cc1C | -3
C=C(C)CN(CC)C(=O)c1nc(-c2cccs2)oc1C | -1
COC(=O)c1cccc(OC(=O)c2ccccc2Cl)c1 | 6
CCOc1ccc(C2CCCN2Cc2cc(=O)oc3cc(C)ccc23)cc1 (configuration not stated) | 7
O=c1c2c([nH]n1-c1nc3ccccc3[nH]1)CCCC2 | 18
Cc1cccc(NC(=O)/C(C#N)=C/c2cc(C(C)(C)C)c(O)c(C(C)(C)C)c2)c1C | 7
C/C(CCc1oc2ccccc2c1-c1ccc(C)o1)=N\O | 0
CC(Oc1ccccc1C#N)C(=O)NC1CC1 (configuration not stated) | -5
CC(NC(=O)c1cc(=O)c2ccccc2o1)c1ccncc1 (configuration not stated) | -1
CCn1cc(C#N)c(=O)n(Cc2nc(-c3ccccc3Cl)no2)c1=O | -1
Cc1ccc(Oc2ccc(NC(=O)Cn3cnnc3C#N)cc2)cc1 | 4
COC(=O)c1ccc(C(=O)OC(C)C(=O)C23CC4CC(CC(C4)C2)C3)cc1 (configuration not stated) | 3
COc1ccc(-c2nc(Cc3ccccc3Cl)no2)cc1OC | 3
COC(=O)CC1c2cc(OC)c(OC)cc2CCN1Cc1nc(C)no1 (configuration not stated) | 5
Cc1nc(NC(C)(C)C)sc1C(=O)Nc1ccccc1 | -2
COc1cc(CC(=O)OCc2c(Cl)cccc2Cl)cc(OC)c1OC | -2

# Part of the list above in order of length of the SMILES, lowest first:
compound | LDHA block
CN(CC(=O)NC(=O)NCc1ccco1)Cc1cccc(Cl)c1Cl | 4
CCOc1ccc(C2CCCN2Cc2cc(=O)oc3cc(C)ccc23)cc1 (configuration not stated) | 7
Cc1cccc(NC(=O)/C(C#N)=C/c2cc(C(C)(C)C)c(O)c(C(C)(C)C)c2)c1C | 7

# (more compounds)
compound | LDHA block
C=C(C)COc1ccc2c(=O)c(Oc3ccccc3Br)c(C)oc2c1 | -13
O=C(OCc1ccc(F)cc1Cl)c1ccccc1Sc1ccc(C(F)(F)F)cc1[N+](=O)[O-] | 5
CC1(C)Cc2cccc(OCc3ccc(C(=O)NCc4ccccc4)cc3)c2O1 | -4
CCCC[n+]1c(NCc2cc(Cl)ccc2[O-])[nH]c2ccccc21 | -13
C#CCN1CCC(C(=O)NCCN2CCCCCC2)CC1 | -1
N#Cc1nc(-c2ccco2)oc1N1CCN(C(=O)NC2CC2)CC1 | 0
CC(C)N1CCc2c(sc(NC(=O)Cc3ccccc3)c2-c2nc3ccccc3s2)C1 | 14
Cc1cc(NC(=O)C(C)OC(=O)c2cc3ccccc3s2)no1 (configuration not stated) | -5
CN1C(=O)COc2ccc(NC(=O)C(=O)NC3CC(C)(C)NC(C)(C)C3)cc21 | 13
O=C(N/N=C(\c1ccccc1)C1CCCCC1)c1ccc(Cl)cc1 | 1
Cc1ccc(NC(=O)COC(=O)c2ccc(C3Nc4ccccc4S(=O)(=O)N3)cc2)cc1 (configuration not stated) | 8
COc1ccc(CCNC(=O)c2cccn2-c2nnc(N3CCCCCC3)s2)cc1OC | 5
C#CCN1CCC(C(=O)Nc2ccccc2CC)CC1 | 2
COc1ccc(-c2cc3ccc(OC(=O)c4ccco4)cc3oc2=O)cc1 | 9
CCN(CC)S(=O)(=O)c1ccc(C)c(N=CN(C)C)c1 | 8
N#Cc1ccsc1NC(=O)CSc1ccc2c(c1)OCCCO2 | 0
Cc1cc(=O)oc2cc(NC(=O)CCCOc3ccccc3)ccc12 | -3
Cc1ccc(-c2nc3ccccc3o2)cc1NC(=O)c1ccc([N+](=O)[O-])o1 | -1
Cc1ccc(N2CCN(C(=O)c3nn(C)c4c3CCc3sccc3-4)CC2)c(C)c1 | 11
Cn1c(CSc2ccccc2)nc2c1c(=O)[nH]c(=O)n2C | 3
CCOc1ccc(NC(=O)C(CC)Oc2ccc(F)cc2)c2cccnc12 (configuration not stated) | 56
COC(=O)c1ccc(NC(=O)CCc2c(C)[nH]n(-c3ccc(F)cc3)c2=O)cc1 | -4
Cc1ccc(N(C(=O)C23CC4CC(CC(C4)C2)C3)C2C=CS(=O)(=O)C2)cc1Cl (configuration not stated) | 2
N#C/C(=C/c1ccc(O)cc1)c1nc2ccccc2[nH]1 | 7
CCCOC(=O)C(CC)Oc1ccc2c(=O)c(Oc3cccc(C)c3)coc2c1 (configuration not stated) | 7
CCCn1c(Sc2ccccc2)nc2c1c(=O)[nH]c(=O)n2C | 1
COc1ccc(C(C)=O)cc1COC(=O)CCc1ccc2c(c1)OCO2 | 0
CCCn1nc(C(=O)Nc2cc(S(=O)(=O)N(CC)CC)ccc2OC)c2ccccc2c1=O | 3
Cc1ncc(-c2ccc(C)c(S(=O)(=O)N3CCN(c4cccc(C(F)(F)F)c4)CC3)c2)o1 | -13
